Source: PubChem BioAssay
Statin myotox sup – suppressors of statin myotoxicity in C2C12 myotubes, primary screen, cell-based, single point, plate reader; C2C12 myotubes + simvastatin, ATP luminescence, 48 h; scaled: DMSO 0, geranylgeraniol control 100; AID 602340, 2012; hit rate 0.78% among 330,000; rescue of ATP level, % at 7.49 µM;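 active = mean ATP rescue above about 67%, or every replicate alone reaching that limit, limit read from the data, passing the limit was not always enough; inconclusive = no clear call, values can overlap the other calls; inactive = mean under the limit and some replicate under it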;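 note: myotubes were challenged with 10 µM simvastatin during compound exposure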
ERp5 inh – inhibitors of ERp5-driven insulin aggregation, primary screen, biochemical, turbidity, absorbance 650 nm, single point | Protein disulfide-isomerase A6 (Homo sapiens), Q15084 | inhibition, % at 9.99 µM | 90 min | hit rate 0.05% among 350,000;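 active = mean replicate inhibition above about 25%, with every replicate also reaching it, limit read from the data, passing the limit was not always enough; inconclusive = only one of those two criteria met; inactive = neither criterion met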
Target sequence (Q15084 whole entry, looked up): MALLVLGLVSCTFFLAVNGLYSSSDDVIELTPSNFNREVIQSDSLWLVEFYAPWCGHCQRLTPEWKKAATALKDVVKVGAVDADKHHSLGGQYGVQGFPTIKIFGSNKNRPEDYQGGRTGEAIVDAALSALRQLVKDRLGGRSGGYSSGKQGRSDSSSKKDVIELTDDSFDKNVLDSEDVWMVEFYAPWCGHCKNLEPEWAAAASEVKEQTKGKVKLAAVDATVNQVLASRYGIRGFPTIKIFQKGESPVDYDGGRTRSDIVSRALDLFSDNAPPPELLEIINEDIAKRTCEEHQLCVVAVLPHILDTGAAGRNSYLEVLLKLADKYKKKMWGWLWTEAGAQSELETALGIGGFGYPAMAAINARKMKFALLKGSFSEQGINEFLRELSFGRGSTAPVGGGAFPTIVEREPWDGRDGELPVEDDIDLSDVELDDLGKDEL
Cneo AK release – Cryptococcus neoformans cell lysis inducers, primary screen, AK release luminescence, single concentration. hit rate 0.2% among 360,000. lysis activity, % at 15 µM. C. neoformans lysis, adenylate kinase release luminescence, 4 h; normalised: neutral wells 0, clomiphene wells 100;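 active = mean lysis activity across replicates of at least 80%, whatever share of replicates individually reach that level; inactive = mean lysis activity below 80%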
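Assay system: Cryptococcus neoformans yeast cells / Dosing: single-point compound dose / Timing: 4 h at 37 °C static, read 1 h later / Measured by: luminescence of released adenylate kinase using an AK detection reagent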
esBAF inh – Bmi1 luciferase reporter increase in mESCs, primary screen, esBAF inhibitor project, mouse ES cells, Bmi1 luciferase knock-in, single point; reporter increase, % at 12.5 µM; hit rate 2% among 350,000; 24 h; 100% = twice the neutral-well signal; in the data active = activation above about 40%; inconclusive = no clear call, values can overlap the other calls;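 note: 0% = median of the plate's neutral control wells and 100% = double that signal; a rise in the Bmi1 reporter signal indicates esBAF inhibition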
miR122 inh – miR-122 Renilla sensor signal increase in Huh7, primary screen, miR-122 inhibitor project, cell-based, single point, plate reader; Huh7 miR-122 Renilla luciferase sensor, 48 h; neutral wells = 0, positive control = 100; activation (reporter increase), % at 12.5 µM; hit rate 0.3% among 340,000; AID 602342, 2012;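 active = mean replicate activation score at least 90 and every replicate individually at or above 90; inconclusive = only one of the two criteria met; inactive = neither criterion met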;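 note: higher luciferase means less miR-122 activity so hits act as miR-122 inhibitors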
ARNT-TACC3 inh – disruptors of ARNT/TACC3 protein interaction, primary screen, biochemical, AlphaScreen, single concentration; Transforming acidic coiled-coil-containing protein 3 (Homo sapiens), Q9Y6A5; hit rate 0.66% among 390,000; AlphaScreen His-ARNT PAS-B/GST-TACC3 binding, luminescence; TACC3 fragment carries E629A point mutation; inhibition, % at 9.99 µM;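 active = mean inhibition of replicates at least 50% and at least half of replicates each reaching 50%; inconclusive = half or more replicates reach 50% but mean below 50%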;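 note: 0% = complete ARNT plus TACC3 wells and 100% = ARNT alone without TACC3; many hits fall short of the cut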
SIRT5 inh – SIRT5 desuccinylase inhibitors, primary screen, biochemical, fluorescence imaging, single point, set 5 | Purified SirT5, succinyl-peptide AMC, trypsin-coupled fluorescence | AID 652115, 2013 | inhibition, % at 15 µM | hit rate 1.1% among 330,000 | NAD-dependent protein deacylase sirtuin-5, mitochondrial (Homo sapiens), Q9NXA8; in the data active = inhibition above about 15%; inconclusive = no clear call, values can overlap the other calls
Target sequence (Q9NXA8 whole entry, looked up): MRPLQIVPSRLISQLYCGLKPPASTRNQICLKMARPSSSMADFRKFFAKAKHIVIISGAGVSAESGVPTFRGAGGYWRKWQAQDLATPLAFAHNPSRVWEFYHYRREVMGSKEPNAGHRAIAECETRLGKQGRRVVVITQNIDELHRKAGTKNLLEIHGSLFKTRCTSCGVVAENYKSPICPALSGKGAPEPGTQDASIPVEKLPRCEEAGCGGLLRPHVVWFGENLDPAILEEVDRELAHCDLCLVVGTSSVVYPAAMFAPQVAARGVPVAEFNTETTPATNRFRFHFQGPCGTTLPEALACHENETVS
Active calls of the source: *; u = inconclusive; x = not tested or not shown; [ ] = remark or other dose.

SMILES	Statin myotox sup	ERp5 inh	Cneo AK release	esBAF inh	miR122 inh	ARNT-TACC3 inh	SIRT5 inh
O=C(O)CN1CCc2ccccc2C1	0	4	-1	-7	0	-2	-3
CC(C)Oc1ccc(C(=O)Nc2cc(S(=O)(=O)N3CCOCC3)ccc2N2CCOCC2)cc1	5	-6	-3	-1	x	0	2
Clc1ccc(C(CCN2CCCC2)Cc2ccccc2)cc1 (configuration not stated)	3	9	x	-1	x	-3	-4
O=S(=O)(c1ccc(N2CCN(c3ccc(F)cc3)CC2)cc1)N1CCCC1	x	x	-4	x	-6	-6	x
COC(=O)[C@]1(C)N[C@H](c2ccc(SC3CCCCC3)c(OC)c2)[C@@H]2C(=O)N(C)C(=O)[C@@H]21	0	5	-1	2	10	1	0
Cc1ccc(C(=O)N2CCC(C(=O)NC3CCCCCC3)CC2)cc1	-14	4	6	3	-8	-8	-5
COc1ccc(N2C(=O)CC(C3CCCO3)C2=O)cc1 (configuration not stated)	1	-6	x	-6	-9	-3	3
COc1ccc(N2C(=O)CSC2c2ccc([N+](=O)[O-])cc2)cc1 (configuration not stated)	2	-1	2	-3	1	-3	0
C[C@@H]1CN([C@@H](C)CO)S(=O)(=O)c2ccc(-c3cccc(C(=O)N(C)C)c3)cc2O[C@H]1CN(C)Cc1ccc2c(c1)OCO2	-120	-1	-1	-2	12[16.7 µM]	11	19*
COCCSc1ccccc1C(=O)N1CCCC(C)C1 (configuration not stated)	x	0	x	x	x	-1	-1
Clc1ccc(Nc2ncnc3ccc(Br)cc23)cc1	18	x	-22	-8	11	-9	x
O=C(C[C@@H]1CC[C@@H]2[C@H](COC[C@H](O)CN2S(=O)(=O)c2ccc(Oc3ccccc3)cc2)O1)NC1CCC1	8	-2	95*	2	9[16.7 µM]	1	4
O=C(NCc1ccco1)C1(c2ccc(Br)cc2)CCCC1	10	x	0	-2	1	-7	x
COc1ccc(N(C)C(=S)Nc2ccc3nc(C)c(C)nc3c2)cc1	x	3	1	x	-5	3	-4
CCC1(C)Cc2c(sc3c2c2ncnn2c2nnc(SCC(=O)NCc4ccco4)n32)CO1 (configuration not stated)	x	x	-1	1	5	-3	x
O=C(C[C@@H]1C=C[C@@H](NC(=O)c2cccc(F)c2)[C@@H](CO)O1)NCc1ccccc1	10	-2	1	3	-16[16.7 µM]	-21	-2
CCc1ccc(Nc2cc(C(=O)NCCCN3CCOCC3)c3ccccc3n2)cc1	-24	-2	-2	-10	-7	-3	-4
Cc1ccc(NC(=O)CCS(=O)(=O)c2ccccc2)cc1S(=O)(=O)N1CCCCCC1	1	-3	-2	1	x	23	-2
COc1cc(C(O)P(=O)(OC(C)C)c2ccc(N(C)C)cc2)cc(OC)c1OC (configuration not stated)	5	x	0	3	-2	-3	x
C[C@H](NC(=O)c1cc2cc(Cl)ccc2n1C)C(=O)N[C@@H](C(=O)O)c1ccccc1	-6	1	-2	-1	3	1	-2
Cc1cc(C(=O)Nc2ccc3c(c2)C(=O)N(C)[C@H]2CC[C@H](CC(=O)NCc4ccc(-c5ccccc5)cc4)O[C@H]2CO3)no1	37	0	61	21	x	1	1
C[C@H](CO)N1C[C@H](C)[C@@H](CN(C)C(=O)Cc2ccncc2)Oc2cc(C#Cc3ccccc3F)ccc2S1(=O)=O	-3	4	12	-1	4[16.7 µM]	-1	-2
CN1C(=O)[C@H]2[C@@H](/C=C/c3ccccc3)N3C(=O)CN(Cc4ccccn4)C(=O)[C@@]3(C)[C@H]2C1=O	11	6	5	10	0	-4	-1
O=C1N(CCS(=O)(=O)c2ccccc2)Cc2ccccc2[C@@H]2OC(c3ccc(OCCCO)cc3)=N[C@]12CCS(=O)(=O)c1ccccc1	x	-5	-13	x	x	-13	-5
CC(C)NC(=O)Nc1ccc2c(c1)C(=O)N([C@@H](C)CO)C[C@@H](C)[C@H](CN(C)S(=O)(=O)c1ccccc1)OCCCC[C@@H](C)O2	x	4	50	0	1[16.7 µM]	0	4
CCc1nc(SCC(=O)O)c(C#N)c2c1CCCC2	x	-2	x	x	x	-2	-3
C[C@@H]1CN([C@@H](C)CO)C(=O)c2cc(NC(=O)c3ccccc3)ccc2O[C@@H](C)CCCCO[C@H]1CN(C)C(=O)Cc1ccccc1	x	-2	-2	3	6[16.7 µM]	-5	2
COCCn1c(C)cc(C(=O)CSc2n[nH]c(N)n2)c1C	1	x	-5	2	-1	-10	x
COc1ccc(NC(=O)N2C[C@H]3[C@@H](c4ccccc42)[C@H](CO)N3C(=O)C2CC2)cc1	-6	0	-2	15	0[16.7 µM]	-4	-3
COc1ccc(OC)c(NC(=O)Nc2nnc(COCCO)s2)c1	5	-21	0	5	7	x	-4
N#CCC(=O)NC(=O)NCC1CC1	6	-10	-3	6	x	-3	-2
CC(C)(Oc1ccc(Cl)cc1)C(=O)OCC(=O)Nc1ncc(Cl)cc1Cl	6	x	2	-2	4	-10	x
Cc1ccc(C)c(NC(=O)CSc2nnc([C@@H]3CCCN3C(=O)OC(C)(C)C)o2)c1	-8	x	-2	0	-3	-1	x
O=C(Cn1nnc(-c2cc(C(F)(F)F)cc(C(F)(F)F)c2)n1)NNC(=S)Nc1ccc(Cl)cc1	x	1	x	x	x	1	0
O=C1CN(C(=O)/C=C/c2ccccc2F)c2ccccc2N1	x	3	x	x	x	-1	-2
O=C(CCC1CCCC1)NCCS(=O)(=O)N1CCN(c2ccccc2F)CC1	x	-2	x	x	x	-4	1
CCN1CCC2(CC1)Oc1c(OC)cccc1C1CC(c3cccnc3)=NN12 (configuration not stated)	x	3	0	x	-9	x	-5
CCC(=O)N1[C@@H]2c3ccc(C4=CCCCC4)c(=O)n3C[C@@H]2[C@@H](CO)[C@@H]1C(=O)NCc1ccc(F)cc1	-4	0	-3	-5	x	-5	-9
CC(C)(C)NC(=O)C1CCN(S(=O)(=O)c2cccc3nsnc23)CC1	19	x	6	-3	-5	-5	-2
O=C(Nc1cccc(F)c1)C1CCN(C(=O)c2ccc(Br)cc2)CC1	13	x	0	-1	4	-1	x
CCOC(=O)/C(C#N)=C\c1cccnc1	x	3	x	x	x	-9	2
C[C@H](O)C#Cc1cnc2c(c1)C(=O)N([C@H](C)CO)C[C@H](C)[C@@H](CN(C)C(=O)CC1CC1)O2	-3	1	2	-4	27[16.7 µM]	-5	-1
C/C(=N\NC(=O)c1cccc(S(=O)(=O)N2CCOCC2)c1)c1ccco1	x	0	-2	x	-3	24	1
COc1ccccc1CNC(=O)C[C@@H]1C[C@@H]2c3cc(NC(=O)C4CCC4)ccc3O[C@@H]2[C@H](CO)O1	-12	0	1	6	-3[16.7 µM]	-10	3
Cc1ccccc1OCc1nc2ccccc2n1C	6	3	-2	u	-3	5	x
O=C(Cn1c(=O)oc2ccccc21)NCCc1ccccc1Cl	1	-1	-1	0	-2	-3	-2
COc1ccc(CCCNC(=O)C2(C)Cc3c(-c4cccc(C(N)=O)c4)ccnc3O2)cc1 (configuration not stated)	-6	-1	-4	2	-1	x	-3
COc1ccc(S(=O)(=O)N(C)CC(=O)N2CCOCC2)cc1Cl	4	x	1	-2	5	-2	x
CN(Cc1cnn(C)c1)Cc1nc(Cc2ccccc2Cl)no1	5	-10	x	-8	-3	1	-2
CCOC(=O)C1CCN(S(=O)(=O)c2ccc(-n3cnnn3)c(C)c2)CC1	1	6	2	-4	-1	3	1
O=C(NCCCc1ccncc1)C1CCC(=O)N(Cc2ccc(Cl)cc2)C1 (configuration not stated)	9	4	0	-3	29	-7	-5
COc1ccc(C2(C)NC(=O)N(CC(=O)N3CCc4ccccc43)C2=O)cc1OC (configuration not stated)	7	2	-1	-2	4	-4	0
CCCC(=O)Nc1ccc2c(c1)C(=O)N(C)[C@@H]1CC[C@H](CC(=O)NCc3ccccc3Cl)O[C@@H]1CO2	-23	5	2	-4	-2[16.7 µM]	-1	4
CCC(Sc1nnnn1-c1ccccc1)C(=O)NC(C)c1ccccc1 (configuration not stated)	x	2	x	x	0	0	-4
COc1ccc(C23CC4CC(CC(C4)C2)C3)cc1C(=O)NCCN(C)C	37	0	-3	3	-4	15	x
CN(CC(=O)Nc1ccc(F)cc1)C(=O)COC(=O)c1cc(Br)c(Br)s1	0	2	1	1	-3	x	1
CCCN(C)C[C@H]1Oc2cc(C#CC3CCCCC3)ccc2S(=O)(=O)N([C@@H](C)CO)C[C@@H]1C	-23	x	x	4	3[16.7 µM]	x	x
CC(C)NC(=O)N(C)C[C@@H]1Oc2cc(-c3ccccc3)ccc2S(=O)(=O)N([C@H](C)CO)C[C@@H]1C	x	-1	2	-6	14[16.7 µM]	-3	-8
CC(C)N(C(=O)C1CC(=O)OC12CCCCC2)C(C)C (configuration not stated)	2	-3	x	-7	-3	3	2
CCOC1=C2[C@H](c3ccccc3)N(S(=O)(=O)c3ccc(C)cc3)C(C(C)(C)C)[C@H]2C(C#N)(C#N)C(C#N)(C#N)C1 (some centres not stated)	33	-2	2	-26	1	x	0

Given with each value named: part of the list above
> CCCC(=O)Nc1ccc2c(c1)C(=O)N(C)[C@@H]1CC[C@H](CC(=O)NCc3ccccc3Cl)O[C@@H]1CO2
  Statin myotox sup: -23	ERp5 inh: 5	Cneo AK release: 2	esBAF inh: -4	miR122 inh: -2[16.7 µM]	ARNT-TACC3 inh: -1	SIRT5 inh: 4

> CCC(Sc1nnnn1-c1ccccc1)C(=O)NC(C)c1ccccc1 (configuration not stated)
  Statin myotox sup: x	ERp5 inh: 2	Cneo AK release: x	esBAF inh: x	miR122 inh: 0	ARNT-TACC3 inh: 0	SIRT5 inh: -4

Single records, from the list above. Values in the order: Statin myotox sup, ERp5 inh, Cneo AK release, esBAF inh, miR122 inh, ARNT-TACC3 inh, SIRT5 inh
CC(C)NC(=O)N(C)C[C@@H]1Oc2cc(-c3ccccc3)ccc2S(=O)(=O)N([C@H](C)CO)C[C@@H]1C as listed: x, -1, 2, -6, 14[16.7 µM], -3, -8
COc1ccc(C23CC4CC(CC(C4)C2)C3)cc1C(=O)NCCN(C)C as listed: 37, 0, -3, 3, -4, 15, x

Next entries follow:
SMILES	Statin myotox sup	ERp5 inh	Cneo AK release	esBAF inh	miR122 inh	ARNT-TACC3 inh	SIRT5 inh
Cc1cnn(C(=O)Cn2nc(C(F)F)c(Br)c2C)c1	-9	13	2	x	-5	-2	-3
Cc1ccc(S(=O)(=O)Nc2cccc3c2O[C@H](CN(C)S(=O)(=O)c2cn(C)cn2)[C@@H](C)CN([C@H](C)CO)C3=O)cc1	-2	-1	-2	0	-1[16.7 µM]	-1	2
Cc1ccc(/C=C2\SC(=S)N(CCCC(=O)NC3CCCC3)C2=O)cc1	-2	1	2	-73	x	-3	2
CCCN1[C@@H]2c3cccc(=O)n3C[C@H]1[C@H](CO)[C@H]2C(=O)Nc1ccccc1	0	0	-2	-1	-2[16.7 µM]	4	4
O=C(O)c1cc(=O)c2cc(Cl)ccc2o1	x	x	-4	-6	-3	-1	x
COc1cc2c(cc1NC(=O)COC(=O)[C@@H](NC(=O)c1ccccc1F)C(C)C)oc1ccccc12	x	u	x	x	x	3	-4
Cc1ccc(S(=O)(=O)N2CCOCC2)cc1NC(=O)COc1cccc(Oc2ccccc2)c1	-1	7	-1	8	x	-3	-2
CO[C@H]1CN(C)C(=O)c2cc(NC(=O)C3CC3)ccc2OC[C@@H](C)N(Cc2cncnc2)C[C@@H]1C	-4	-4	-5	7	x	-6	1
CCc1[nH]nc(C(=O)N2CCCC(C(=O)c3cccc(OC(C)C)c3)C2)c1C (configuration not stated)	-2	3	0	21	4	-5	-3
O=C(C[C@H]1C=C[C@@H](NS(=O)(=O)c2ccccc2)[C@H](CO)O1)NCc1ccc(Cl)c(Cl)c1	12	3	-17	6	x	-8	-3
